Screening data (PubChem BioAssay)
E-selectin induc: E-selectin induction on HUVECs; HUVEC E-selectin immunofluorescence imaging; normalized: neutral wells 0, TNF-alpha wells 100; P16581; AID 686992; actives 0.37% (n = 260,000); activation, % at 7.58 µM;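 active means mean E-selectin-positive cell signal at least 10% of the positive control, reached in at least 60% of replicates, without over 20% cell loss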;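 further: in these data hits start at about 27%; measured in HUVEC primary endothelial cells; signal is the percent of cells scored E-selectin positive by PE staining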
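System: HUVEC, human umbilical vein endothelial cells; quantity: 3,000 cells/well; buffer or medium: EGM-2 medium, gelatin-coated wells; dosing: single-point compound dose; detection: immunofluorescence imaging; evaluation: % PE-positive cells; benchmarks: TNF-alpha, DMSO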
ERAP1 HTS inh: inhibitors of human ERAP1 aminopeptidase | recombinant ERAP1, Leu-AMC fluorescence, 60 min | inhibition, % at 10.7 µM | actives 0.15% (n = 340,000);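 active means mean replicate inhibition of at least 30%, or all replicates individually reaching that 30% level; inactive means mean below 30% and not every replicate reaching it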;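 further: 0% = neutral control wells and 100% = L-leucinethiol positive control wells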
miR122 inh: miR-122 inhibition in Huh7 cells; Huh7 miR-122 Renilla luciferase sensor, 48 h; neutral wells = 0, positive control = 100; activation (reporter increase), % at 12.5 µM; actives 0.3% (n = 340,000); AID 602342;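 active means mean replicate activation score at least 90 and every replicate individually at or above 90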;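 further: higher luciferase means less miR-122 activity so hits act as miR-122 inhibitors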
PglD DTNB: PglD (C. jejuni) enzyme inhibition | purified PglD enzyme, DTNB colorimetric CoA detection | inhibition, % at 12.5 µM | actives 0.098% (n = 360,000); in the data active means inhibition above about 16%, passing the limit was not always enough; further: strong numbers were not always called active
Cneo AK release: causes C. neoformans cell lysis; AID 651654; lysis activity, % at 15 µM; actives 0.2% (n = 360,000); adenylate kinase release luminescence, 4 h; normalised: neutral wells 0, clomiphene wells 100;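 active means mean lysis activity across replicates of at least 80%, whatever share of replicates individually reach that level; inactive means mean lysis activity below 80%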
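Material: C. neoformans cells | Amount: Yeast cell density of 5 × 10^6 cells/mL | Medium: Fresh YPD growth medium | Dosing: Single dose | Times: Static 4 h at 37 °C with compound, 1 h detection | Detection: AK luminescence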
RAD52 anneal inh: inhibitors of human RAD52 DNA annealing; P43351; inhibition, % at 18.7 µM; actives 0.46% (n = 360,000); AID 651710; recombinant RAD52 DNA annealing, FRET fluorescence;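 active means every replicate showing at least 50% inhibition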
RAD54 inh: inhibitors of human RAD54 branch migration. Q92698. RAD54 Holliday junction branch migration, FAM/BHQ fluorescence. inhibition, % at 10.4 µM. actives 0.14% (n = 360,000). AID 602329;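 active means mean normalized replicate activity at least 40 and at least half of replicates scoring 40 or more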;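 further: 0% = median of neutral control wells and 100% = median of positive control wells; inhibitors cause a drop in the FAM fluorescence signal; in these data hits start at about 50%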
Target sequence (Q92698 whole entry, looked up): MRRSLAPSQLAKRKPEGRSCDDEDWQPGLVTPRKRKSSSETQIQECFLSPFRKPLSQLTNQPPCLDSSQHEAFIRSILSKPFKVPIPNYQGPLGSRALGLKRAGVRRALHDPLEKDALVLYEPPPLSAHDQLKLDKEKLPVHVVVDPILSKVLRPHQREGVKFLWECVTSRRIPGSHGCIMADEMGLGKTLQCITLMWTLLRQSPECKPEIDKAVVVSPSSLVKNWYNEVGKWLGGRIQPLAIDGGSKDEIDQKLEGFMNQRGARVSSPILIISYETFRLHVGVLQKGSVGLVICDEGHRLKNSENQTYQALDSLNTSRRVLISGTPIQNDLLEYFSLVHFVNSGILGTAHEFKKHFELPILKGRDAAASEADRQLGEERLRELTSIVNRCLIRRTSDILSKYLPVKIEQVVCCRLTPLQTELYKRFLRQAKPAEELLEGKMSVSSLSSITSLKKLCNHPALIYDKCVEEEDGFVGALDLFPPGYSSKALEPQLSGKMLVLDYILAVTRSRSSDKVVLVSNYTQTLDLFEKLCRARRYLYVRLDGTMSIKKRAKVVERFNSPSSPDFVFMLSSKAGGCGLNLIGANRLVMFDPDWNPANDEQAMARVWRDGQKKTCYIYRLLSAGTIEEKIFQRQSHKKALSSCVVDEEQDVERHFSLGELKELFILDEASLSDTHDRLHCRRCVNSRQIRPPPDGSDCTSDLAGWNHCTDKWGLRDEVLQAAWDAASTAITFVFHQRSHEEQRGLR
PGC1a acetyl inh: lowers PGC1a acetylation signal in U2OS cells. AlphaScreen anti-acetyl-lysine; with virally co-expressed GCN5 acetyltransferase. inhibition, % at 15.6 µM. actives 0.17% (n = 350,000). AID 651687;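 active means every replicate shows inhibition of at least 40%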;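 further: 0% = neutral control wells and 100% = positive control wells; some results beyond the cut were filed as inactive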
The depositor's hits bear a star; / = not tested or not shown; [ ] = remark or other dose.

compound	E-selectin induc	ERAP1 HTS inh	miR122 inh	PglD DTNB	Cneo AK release	RAD52 anneal inh	RAD54 inh	PGC1a acetyl inh
COCCC(=O)N1CCC(Oc2ccc(C(=O)NCCCC3CCCC3)cc2)CC1	0.0	-1	6	9	21	4	-3	-8
COc1ccc(CCNC(=O)C/C(C)=N/NC(=O)Cc2cccc3ccccc23)cc1OC	-0.2	7	-4	/	/	-10	/	3
O=C(CCN1C(=O)c2ccncc2C1=O)Nc1cc(F)ccc1F	0.0	1	-1	1	-2	-13	5	10
Cc1ncc(CN2CCCC(C(=O)Nc3ccc(-c4cccc(F)c4)cc3)C2)n1C (configuration not stated)	-0.5	-2	3	-2	2	8	7	-29
O=C(NC1=NCCS1)C12CC3CC(CC(C3)C1)C2	/	-5	-1	/	/	2	/	0
COc1ccc(OCc2nnc3n2N=C(c2ccc(Br)cc2)CS3)cc1	-0.1	-1	8	4	2	-10	6	/
Cc1c(C)n(Cc2ccccc2)c2ncnc(NN)c12	18	-3	-3	1	6	-18	0	5
O=C(CN1CCCC1)Nc1cccc(Cl)c1Cl	0.1	/	-3	-2	2	-10	5	11
CCOC(=O)C1=CCN(S(=O)(=O)c2ccccc2Br)C1c1cccc(Cl)c1 (configuration not stated)	0.4	-1	-2	5	0	-4	0	-36
COCC(=O)N(Cc1ccco1)c1nnc(C2CCOC2)s1 (configuration not stated)	/	/	11	-3	2	/	-2	4
CC(C)(C)OC(=O)N[C@@H](C(=O)OC(C)(C)C)c1ccc2ccccc2c1	0.0	-1	0	7	2	-6	-7	9
Cc1onc(-c2ccccc2)c1C(=O)NNC(=O)c1ccccc1Br	-1.9	4	/	4	-1	-6	-5	/
COC(=O)c1cc(S(=O)(=O)NCc2ccccc2OC)cn1C	/	0	11	-4	-1	-5	5	-6
COc1ccccc1OCc1nnc(SCC(=O)N2CCCCC2)n1-c1ccccc1	/	/	-1	5	0	/	-1	6
COc1cc(-c2nnc(COC(=O)CSc3cc(C)c4ccccc4n3)o2)cc(OC)c1OC	/	/	-5	-3	-2	/	4	-7
O=C1OC(c2ccc3ccccc3c2O)(c2ccc3ccccc3c2O)c2ccccc21	0.7	0	14	-4	-1	-8	8	-24
COc1cc(NC(=O)c2cc3cccc(OC)c3o2)cc(C(=O)Nc2cccc(C(F)(F)F)c2)c1	0.0	/	9	-4	1	-46	-5	/
CO[C@H]1CN(C)C(=O)c2cc(NC(=O)C3CC3)ccc2OC[C@@H](C)N(C(=O)NC(C)C)C[C@H]1C	0.0	1	/	-2	-2	4	-5	-5
CCOC(=O)c1cc(CC)sc1NC(=O)c1ccc(N2CCOCC2)c([N+](=O)[O-])c1	/	2	-10	-5	-1	-10	5	-8
O=C(CCn1c(=S)[nH]c2ccccc2c1=O)NCC1CCCO1 (configuration not stated)	/	-3	-11	0	3	0	-14	-5
C[C@H](CO)N1C[C@H](C)[C@H](CN(C)Cc2ccncc2)Oc2ccc(NC(=O)Nc3ccc4c(c3)OCO4)cc2C1=O	0.8	3	22[16.7 µM]	-7	24	11	4	-2
Cn1cc(CN2C[C@]3(C)C[C@H]2CC(C)(C)C3)c(-c2ccc3c(c2)OCCO3)n1	-5.2	0	/	/	/	-25	/	-8
Cc1ccccc1OCC(=O)Nc1ccc(N2CCN(C(=O)c3ccco3)CC2)cc1	0.1	0	-3	4	2	-3	-8	/
CCCCNC(=O)[C@H](Cc1c[nH]c2ccccc12)NC(=O)c1ccccc1Cl	/	-1	60	2	-2	-10	-6	2

As a working copy, some entries already given.
compound	E-selectin induc	ERAP1 HTS inh	miR122 inh	PglD DTNB	Cneo AK release	RAD52 anneal inh	RAD54 inh	PGC1a acetyl inh
CCOC(=O)c1cc(CC)sc1NC(=O)c1ccc(N2CCOCC2)c([N+](=O)[O-])c1	/	2	-10	-5	-1	-10	5	-8
O=C(CCn1c(=S)[nH]c2ccccc2c1=O)NCC1CCCO1 (configuration not stated)	/	-3	-11	0	3	0	-14	-5
C[C@H](CO)N1C[C@H](C)[C@H](CN(C)Cc2ccncc2)Oc2ccc(NC(=O)Nc3ccc4c(c3)OCO4)cc2C1=O	0.8	3	22[16.7 µM]	-7	24	11	4	-2
Cn1cc(CN2C[C@]3(C)C[C@H]2CC(C)(C)C3)c(-c2ccc3c(c2)OCCO3)n1	-5.2	0	/	/	/	-25	/	-8
Cc1ccccc1OCC(=O)Nc1ccc(N2CCN(C(=O)c3ccco3)CC2)cc1	0.1	0	-3	4	2	-3	-8	/

Other compounds
compound	E-selectin induc	ERAP1 HTS inh	miR122 inh	PglD DTNB	Cneo AK release	RAD52 anneal inh	RAD54 inh	PGC1a acetyl inh
COc1ccccc1C(=O)NCCC(=O)N1CC(C)OC(C)C1 (configuration not stated)	0.9	-2	6	-5	0	-16	-8	-4
Cc1ccccc1OCc1nnc(SCC(=O)N2c3ccccc3Sc3ccc(Cl)cc32)o1	/	/	0	-3	4	/	5	-2
O=C(Cc1ccc(Cl)cc1Cl)NCc1cccnc1	/	0	-2	/	/	1	/	3
CO[C@@H]1CN(C)C(=O)c2ccc(NC(=O)C3CCC3)cc2OC[C@H](C)N(Cc2ccncc2)C[C@H]1C	-0.4	1	-2[16.7 µM]	0	-1	-5	1	/
CNC(=O)C[C@H]1C(=O)N(Cc2ccccc2)C[C@@H]1C	0.0	-1	-2	1	2	7	6	1
O=C(c1ccccn1)N1CC2(C1)[C@H](c1ccccc1)[C@H](CO)N2C(=O)C1CCC1	-0.1	2	/	/	/	-3	/	-1
O=C(CS(=O)(=O)Cc1ccccc1)Nc1ccc2c(c1)OCO2	1.7	-1	26	4	1	-19	-1	1
C[C@H](CO)N1C[C@H](C)[C@@H](CN(C)C(=O)Nc2ccc3c(c2)OCO3)Oc2ccc(N(C)C)cc2C1=O	/	-4	13[16.7 µM]	2	6	-6	4	-12
O=C(NCc1ccccc1)C1CCN(C(=O)Cc2ccccc2)CC1	/	-2	-5	4	-3	-7	4	/
CC1CCC(NC(=O)c2ccc3nc[nH]c3c2)CC1 (configuration not stated)	/	/	-3	-5	-2	/	-3	1
Cc1sc2ncnc(N3CCC(C(=O)NNC(=O)c4ccc(Cl)cc4)CC3)c2c1C	/	0	-5	-1	3	-10	3	11
CC(C)n1c(=S)[nH]c2ccccc21	/	/	-7	2	-4	/	-10	-2

Fetched by structure from above, two records:
compound	E-selectin induc	ERAP1 HTS inh	miR122 inh	PglD DTNB	Cneo AK release	RAD52 anneal inh	RAD54 inh	PGC1a acetyl inh
Cc1ccccc1OCc1nnc(SCC(=O)N2c3ccccc3Sc3ccc(Cl)cc32)o1	/	/	0	-3	4	/	5	-2
Cc1sc2ncnc(N3CCC(C(=O)NNC(=O)c4ccc(Cl)cc4)CC3)c2c1C	/	0	-5	-1	3	-10	3	11

(more compounds)
compound	E-selectin induc	ERAP1 HTS inh	miR122 inh	PglD DTNB	Cneo AK release	RAD52 anneal inh	RAD54 inh	PGC1a acetyl inh
CCCn1nc(NS(=O)(=O)c2ccccc2)c2cc3ccccc3nc21	/	/	-2	-6	-12	/	-4	-4
O=C(Nc1nccs1)c1ccc(Cl)nc1	-0.1	-8	3	-2	-1	-21	4	4
C[C@@H]1CCCCO[C@H](CN(C)S(=O)(=O)c2ccc(Cl)cc2)[C@@H](C)CN([C@H](C)CO)C(=O)c2cc(NC(=O)c3ccccc3)ccc2O1	0.6	0	-9[16.7 µM]	4	-1	30	0	-3
CCOC(=O)NC(CC(=O)O)c1ccc(OC)c(OC)c1 (configuration not stated)	/	/	4	0	-8	/	-2	11
C[C@@H]1CCCCO[C@H](CN(C)C(=O)Nc2ccccc2)[C@H](C)CN([C@H](C)CO)C(=O)c2cc(NC(=O)Cc3ccccc3)ccc2O1	/	1	5[16.7 µM]	-1	-3	-9	1	4
CC(=O)Nc1cccc(Nc2cc(C)nn2C)c1	-0.1	-6	-1	6	1	-7	-2	6
Cc1ccc(Cl)cc1N1CCN(S(=O)(=O)c2c(C)noc2C)CC1	/	1	/	-2	0	-5	3	/
CCOc1c(C)cnc2c1c(=O)n(Cc1cccc(Cl)c1)c(=O)n2C	/	-1	6	1	-2	-23	-13	-5
CC(C)n1c(=O)n(CC(=O)NCC2CCCO2)c(=O)c2c3c(sc21)COC(C)(C)C3 (configuration not stated)	2.0	-1	-6	4	-2	1	2	/
Cc1c(C(=O)NCc2cccc([N+](=O)[O-])c2)sc(=O)n1Cc1ccc(C(C)C)cc1	/	/	/	1	0	-17	4	/
Cc1ccc(N(C)C(=O)CN(C)S(=O)(=O)c2ccc3c(c2)n(C)c(=O)c(=O)n3C)cc1	-1.0	1	-5	-1	-1	3	7	-2
COc1ccc(S(=O)(=O)Nc2ccc3c(c2)C(=O)N([C@@H](C)CO)C[C@@H](C)[C@H](CN(C)C(=O)NC(C)C)OCCCC[C@@H](C)O3)cc1	-0.1	-2	-5[16.7 µM]	-3	-5	6	-6	-4
CCOC(=O)C(C)Sc1nnc(-c2ccccc2O)n1-c1ccc(C)cc1 (configuration not stated)	/	/	-2	-3	2	/	-24	-1
COc1ccc(S(=O)(=O)Nc2ccc3c(c2)C(=O)N([C@@H](C)CO)C[C@H](C)[C@H](CN(C)C(=O)C2CCCCC2)OCCCC[C@H](C)O3)cc1	0.1	0	-8[16.7 µM]	-46	3	13	-1	-2
Cc1cn([C@H]2C[C@H](O)[C@@H](/C=C/C(=O)NCCCc3ccccc3)O2)c(=O)[nH]c1=O	4.3	/	-5	3	1	-9	-4	0
C[C@@H]1CCCCO[C@H](CN(C)C(=O)NC2CCCCC2)[C@H](C)CN([C@@H](C)CO)C(=O)c2cc(NC(=O)Nc3ccc(C(F)(F)F)cc3)ccc2O1	3.3	-4	-1[16.7 µM]	-2	2	-5	-17	16
Cc1ccc(CS(=O)Cc2ccc(C(=O)N3CCN(c4ccc(F)cc4)CC3)o2)cc1 (configuration not stated)	/	-2	-2	2	-1	-37	-11	-9
CCOC(=O)C1CCN(c2c(N3CCN(c4ccccc4OC)CC3)c(=O)c2=O)CC1	0.7	0	0	1	1	-6	10	-1
O=C(O)CCCCCNc1ncnc2ccc(Br)cc12	/	-40	-3	4	1	-4	-9	7
O=C1Nc2ccc([N+](=O)[O-])cc2C1(O)N1CCCCC1 (configuration not stated)	/	/	-4	-2	1	/	-6	12
CCOc1ccc(C(=O)C(C)OC(=O)C2CCN(c3ccc(C(F)(F)F)cn3)CC2)cc1 (configuration not stated)	0.0	0	-1	1	4	-11	5	/
CN1/C(=C\C(=O)CSc2nnc(N)s2)C(C)(C)c2ccccc21	5.0	10	-22	-6	1	-35	0	/
CCOC(=O)c1c(-c2ccc(OC)cc2)csc1/N=C/C1C(=O)CCCC1=O	278*	-1	/	/	/	-27	/	0
O=C(CSc1nnc(CNc2cccc(Cl)c2)o1)OC1CCCCC1	/	/	0	0	1	/	0	-10
CCN(CC(=O)Nc1ccccc1OC)C(=O)Cn1cnc2ccccc2c1=O	/	/	2	7	2	/	0	34

Gathered by group: the entries above containing a COOH group (two)
compound	E-selectin induc	ERAP1 HTS inh	miR122 inh	PglD DTNB	Cneo AK release	RAD52 anneal inh	RAD54 inh	PGC1a acetyl inh
CCOC(=O)NC(CC(=O)O)c1ccc(OC)c(OC)c1 (configuration not stated)	/	/	4	0	-8	/	-2	11
O=C(O)CCCCCNc1ncnc2ccc(Br)cc12	/	-40	-3	4	1	-4	-9	7

Sorted by value in PGC1a acetyl inh (lowest first): 3 from the list above.
smiles	ERAP1 HTS inh	miR122 inh	PglD DTNB	RAD52 anneal inh	PGC1a acetyl inh
CO[C@H]1CN(C)C(=O)c2cc(NC(=O)C3CC3)ccc2OC[C@@H](C)N(C(=O)NC(C)C)C[C@H]1C	1	/	-2	4	-5
O=C(O)CCCCCNc1ncnc2ccc(Br)cc12	-40	-3	4	-4	7
C[C@@H]1CCCCO[C@H](CN(C)C(=O)NC2CCCCC2)[C@H](C)CN([C@@H](C)CO)C(=O)c2cc(NC(=O)Nc3ccc(C(F)(F)F)cc3)ccc2O1	-4	-1[16.7 µM]	-2	-5	16

Rows are unselected (roughly 1.4% active in at least one column).
